proCasp7 act: procaspase-7 activators, primary screen, counter-screen for procaspase-3 activator project, biochemical, absorbance, HTS, human; AID 463210, 2010; Caspase-7 (Homo sapiens), P55210; hit rate 0.093% among 330,000; activation, % at 8.5 µM; recombinant procaspase-7, Ac-DEVD-pNA absorbance 405 nm; D23A/D198A/D206A triple mutant, cannot self-cleave; scale: DMSO 0, 5 µM enzyme 100;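 active = percent activation above the screen-wide mean plus 3 SD, cut at about 25% in these data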
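Detection: p-Nitroaniline absorbance at 405 nm, read at 0 and 120 min; system: Uncleavable procaspase-7 mutant enzyme; evaluation: % activation from two-timepoint absorbance difference, scaled to controls; times: 1 h enzyme–compound preincubation and 2 h substrate reaction, both 25 °C; buffer or medium: Zinc-free HEPES pH 7.4 with 300 mM NaCl, 0.01% Triton X-100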
procasp3 activ: activators of human procaspase-3 D3A mutant, primary screen, biochemical, absorbance, PC-3 D3A mutant, single concentration; activation, % at 8.5 µM; hit rate 0.11% among 330,000; AID 463141, 2010; Caspase-3 (Homo sapiens), P42574; recombinant procaspase-3 D3A, Ac-DEVD-pNA absorbance 405 nm;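 active = activation above the mean of all tested compounds plus 3 SD, cut at about 21% in these data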;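 also: 0% = DMSO alone and 100% = DMSO wells spiked with extra 5 µM PC-3 D3A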
Target sequence (P42574 whole entry D9A/D28A/D175A): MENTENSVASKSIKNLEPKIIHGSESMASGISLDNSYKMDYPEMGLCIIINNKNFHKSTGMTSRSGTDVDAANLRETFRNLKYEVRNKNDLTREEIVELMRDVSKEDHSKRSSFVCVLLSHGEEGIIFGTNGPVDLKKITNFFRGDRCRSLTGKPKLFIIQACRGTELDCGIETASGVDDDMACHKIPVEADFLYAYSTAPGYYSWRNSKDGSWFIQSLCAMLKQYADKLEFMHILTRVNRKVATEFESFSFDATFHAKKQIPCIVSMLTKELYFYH
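Assay system – Procaspase-3 D3A mutant · Benchmarks – DMSO low control, extra-enzyme high control · Technique – 405 nm absorbance of p-nitroaniline, reads at 0 and 120 min · Doses – 8.5 µM nominal · Measure – % activation between DMSO and enzyme-spiked controls · Also added – Ac-DEVD-pNA chromogenic peptide substrate · Schedule – 1 h compound preincubation, 2 h substrate hydrolysis at 25 °C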
CIT2 TOR yeast: modulators of CIT2-GFP expression in yeast, primary screen, S. cerevisiae, GFP fusion, multiplex flow cytometry, MLPCN library; S. cerevisiae CIT2-GFP strain, 3 h; 100 means same as DMSO wells; GFP response vs DMSO, % at 10 µM; hit rate 0.065% among 320,000; AID 2029, 2009;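 active = GFP response relative to DMSO above a set limit, near the screen mean plus 3 SD, cut at about 150% in these data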;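 also: ratio of well median GFP fluorescence to mean of DMSO wells on the plate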
AHR act: AHR activators, primary screen, cell-based, luminescence, luciferase reporter, human | AID 2796, 2010 | hit rate 2.5% among 320,000 | activation, % at 5 µM | AHR-responsive luciferase reporter cells; in the data active = activation above about 47%;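 also: 0% = vehicle wells and 100% = reference agonist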
Target sequence (P35869 whole entry, looked up): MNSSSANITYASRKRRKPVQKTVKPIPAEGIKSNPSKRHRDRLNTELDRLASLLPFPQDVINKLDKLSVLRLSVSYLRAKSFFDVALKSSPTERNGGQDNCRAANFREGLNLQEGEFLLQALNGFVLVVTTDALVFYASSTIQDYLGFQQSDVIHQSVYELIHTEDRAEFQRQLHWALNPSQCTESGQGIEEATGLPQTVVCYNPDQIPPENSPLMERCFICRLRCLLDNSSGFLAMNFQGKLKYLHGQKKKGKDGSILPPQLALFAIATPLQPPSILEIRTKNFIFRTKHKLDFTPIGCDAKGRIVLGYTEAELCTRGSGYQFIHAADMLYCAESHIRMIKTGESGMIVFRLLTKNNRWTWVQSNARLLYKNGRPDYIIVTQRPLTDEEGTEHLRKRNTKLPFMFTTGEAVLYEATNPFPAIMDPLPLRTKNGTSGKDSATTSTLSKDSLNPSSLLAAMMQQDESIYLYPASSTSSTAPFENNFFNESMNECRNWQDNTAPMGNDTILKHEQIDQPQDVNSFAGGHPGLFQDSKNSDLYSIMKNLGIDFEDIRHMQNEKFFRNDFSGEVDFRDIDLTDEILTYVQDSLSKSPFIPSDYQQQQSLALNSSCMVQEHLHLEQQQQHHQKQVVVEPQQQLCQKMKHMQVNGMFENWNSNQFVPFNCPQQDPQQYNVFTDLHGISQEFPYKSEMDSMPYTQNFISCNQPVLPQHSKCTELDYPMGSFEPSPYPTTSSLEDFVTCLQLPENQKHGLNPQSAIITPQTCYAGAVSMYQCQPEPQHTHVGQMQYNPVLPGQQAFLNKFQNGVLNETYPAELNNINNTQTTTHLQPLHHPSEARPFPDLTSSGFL
MEP2 TOR yeast: modulators of MEP2-GFP levels in yeast, primary screen, S. cerevisiae, multiplex flow cytometry, MLPCN library; S. cerevisiae MEP2-GFP strain, 3 h; 100% = DMSO control level; GFP response vs DMSO, % at 10 µM; hit rate 0.51% among 330,000;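 active = GFP response versus DMSO above a set limit, roughly screen mean plus 3 SD, cut at about 180% in these data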;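 also: median GFP fluorescence of the barcode-gated MEP2-GFP cells per well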
LAP4 TOR yeast: modulators of LAP4-GFP expression in yeast, primary screen, S. cerevisiae, multiplex flow cytometry, MLPCN library; hit rate 0.34% among 320,000; AID 2023, 2009; 3 h; median GFP as percent of DMSO wells; GFP response vs DMSO, % at 10 µM;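 active = GFP response vs DMSO above a set limit, about the screen mean plus 3 SD, cut at about 150% in these data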
AGP1-GFP MLPCN: modulators of AGP1-GFP expression in yeast TOR pathway, primary screen, cell-based, multiplex flow cytometry, S. cerevisiae, MLPCN library; GFP response vs DMSO, % at 10 µM; 3 h; GFP as percent of DMSO wells; AID 2066, 2009; hit rate 0.02% among 320,000;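 active = GFP response relative to DMSO above a set limit, near screen average plus 3 SD, cut at about 150% in these data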;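 also: median GFP channel fluorescence of the gated AGP1 strain per well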
RPL19A TOR yeast: RPL19A-GFP expression modulators in yeast, primary screen, cell-based, S. cerevisiae, multiplex flow cytometry, MLPCN. AID 2025, 2009. hit rate 0.3% among 330,000. S. cerevisiae RPL19A-GFP strain, 3 h; active compounds read low. percent response vs DMSO, % at 10 µM;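 active = percent response vs DMSO below 50%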;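 also: median channel GFP fluorescence of the barcoded RPL19A-GFP strain; ratio of sample median GFP to plate DMSO average so 100% = DMSO; lower means less RPL19A-GFP as with rapamycin TOR inhibition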
An asterisk follows results filed as active; . = no result given.

SMILES	proCasp7 act	procasp3 activ	CIT2 TOR yeast	AHR act	MEP2 TOR yeast	LAP4 TOR yeast	AGP1-GFP MLPCN	RPL19A TOR yeast
Cc1ccsc1CCNC(=O)C1CCC(=O)N(CCc2cccc(F)c2)C1 (stereo unspecified)	3.1	-4.9	97.7	12.0	98.4	92.8	100.1	101.0
O=C(Nc1ccc(F)cc1)c1oc2ccccc2c1NC(=O)C1CCCC1	2.9	5.4	98.1	91.1*	108.0	105.0	96.2	101.7
CC(C)CC(=O)N1CCN(Cc2ccccc2[N+](=O)[O-])CC1	9.2	0.2	97.1	-1.6	98.4	108.2	105.0	100.6
c1ccc(CCn2cnc3ccccc32)cc1	15.2	-3.1	88.7	24.0	95.3	96.9	97.4	98.5
Cc1ccc(CNC(=O)COc2ccc(C)nc2[N+](=O)[O-])cc1	7.3	3.9	104.6	11.1	109.7	99.4	104.5	111.7
Cc1ccc(-c2noc(CN(C(=O)CCCCCN3C(=O)c4ccccc4C3=O)C(C)C)n2)cc1	-4.3	2.1	101.9	-3.0	97.5	98.9	100.1	97.9
Cn1c(=O)cc(SCC(=O)NCCCN2CCN(c3ccc(F)cc3)CC2)c2ccccc21	-11.0	-3.5	91.6	13.9	100.2	96.9	101.5	99.5
Nc1nnnn1/N=C/c1cc(Br)ccc1O	-6.5	5.9	.	15.9	97.8	.	.	106.9
CCOc1ccc(N2C(=O)CC(N3CCN(c4ccc(C(=O)c5ccncc5)cc4)CC3)C2=O)cc1 (stereo unspecified)	-10.1	-5.5	98.2	-1.1	97.8	108.7	102.9	97.9
CCC(=O)Nc1c(C(=O)Nc2cccc(OC)c2)oc2ccccc12	2.0	6.2	118.1	63.1*	104.9	107.0	108.0	104.0
CNC(=O)/C(C#N)=C/c1cccc(Oc2ccccc2)c1	10.2	5.8	92.9	-1.3	89.5	101.5	97.7	96.3
COc1cc(S(=O)(=O)N2CCC(c3nc4ccccc4s3)CC2)ccc1S(=O)(=O)N1CC(C)CC(C)C1 (stereo unspecified)	-1.8	-0.1	94.9	-0.9	97.7	98.9	93.5	98.5
CCOc1cc(/C=N\NC(=O)c2c(C)nc3ccccn23)ccc1O	0.2	1.8	117.3	7.2	110.9	75.3	101.8	109.2
Cc1cc2nc(SCC(=O)Nc3ccccc3C(=O)O)[nH]c2cc1C	-3.0	-1.0	96.1	20.1	97.4	108.5	95.8	95.1
Cc1ccc2nc(SCC(=O)NC3CCCc4ccccc43)[nH]c2c1 (stereo unspecified)	3.5	-2.9	100.0	58.8*	96.3	90.9	98.8	103.6
Cc1cc(C)c(OCC(O)CN2CCN(C(=O)c3ccccc3)CC2)c(C)c1 (stereo unspecified)	4.8	-7.5	114.0	1.7	107.4	98.3	109.0	115.0
COc1cccc(C(=O)Nc2nc(-c3ccc4c(c3)OCO4)cs2)c1	10.3	6.3	97.8	68.3*	104.8	104.1	100.5	101.5
S=C(NCC1CCCO1)Nc1ccccc1Cl (stereo unspecified)	1.8	-4.4	95.6	1.6	97.1	89.7	92.7	99.5
COc1ccccc1N(CC(=O)NC1CCCC1)S(=O)(=O)c1ccc(C)cc1	-3.4	-2.9	100.4	-5.2	105.7	96.7	99.5	102.7
CCc1cc2cc3c(cc2nc1SCC(=O)OC(C)C)OCO3	-3.0	-0.3	98.3	8.2	98.0	110.1	97.0	94.2
Cc1cc(NC(=S)NC(=O)/C=C/c2ccc(S(=O)(=O)N3CCOCC3)cc2)ccc1Br	20.3	4.6	98.1	4.9	99.1	93.4	102.0	100.7
COc1ccc(NC(=O)Nc2nnc(C(C)(C)C)s2)cc1	6.9	0.3	98.3	8.7	99.7	114.8	109.2	100.5
Nc1nnc2c(C(F)(F)F)nc3ccccc3n12	3.7	8.4	104.0	2.4	104.8	86.5	104.3	104.4
O=C(/C=C/c1cccc([N+](=O)[O-])c1)N1CCN(C(=O)c2ccco2)CC1	-2.6	1.8	92.0	1.1	99.8	96.4	105.6	99.0
CN(CC(=O)Nc1c(Cl)cccc1Cl)C(=O)c1sccc1-c1ccccc1	5.6	5.2	88.9	2.5	98.7	109.9	100.3	96.9
Next entries.
SMILES	proCasp7 act	procasp3 activ	CIT2 TOR yeast	AHR act	MEP2 TOR yeast	LAP4 TOR yeast	AGP1-GFP MLPCN	RPL19A TOR yeast
O=C(Cn1cc([N+](=O)[O-])cn1)Nc1nc2ccccc2s1	6.3	-5.5	100.5	7.2	92.6	92.1	99.0	93.3
O=C1C2C3C=CC(C3)C2C(=O)N1c1n[nH]c(-c2ccccc2)n1 (stereo unspecified)	8.5	5.8	103.1	2.0	103.2	106.7	99.8	102.5
CCCCNC(=O)COC(=O)C1CCN(S(=O)(=O)c2ccc3c(c2)OCCO3)CC1	2.5	3.1	90.8	0.1	100.9	100.9	101.1	97.3
COc1ccc(-c2noc(CCN3C(=O)c4ccccc4C3=O)n2)cc1OC	-7.3	4.4	101.3	-13.2	102.3	92.6	94.7	98.5
CN(CC(=O)Nc1ccccc1C(F)(F)F)C(=O)C1CC1	4.3	7.1	96.1	-0.7	90.8	100.2	95.7	98.5
CC1CCN(Cc2nnnn2-c2ccc(Cl)cc2)CC1	-4.7	2.5	92.5	0.6	95.9	85.0	86.3	98.4
COc1ccc(-c2c(-c3ccccc3OC)oc3ccccc23)cc1F	-4.1	1.8	96.1	26.4	92.7	100.7	100.3	98.3
O=C(Nc1ccccc1)c1cc2ccccc2o1	-5.3	-7.6	80.7	92.9*	91.6	100.5	83.7	90.3
O=C(NC(=S)NCc1cccnc1)c1cccc2ccccc12	-7.7	-1.7	95.6	14.3	102.3	100.8	98.3	98.6
COc1cc(C(F)(F)F)c(C(=O)NCc2cccc(Cl)c2)cn1	8.4	-1.7	96.5	-1.1	93.1	104.1	110.6	93.8
Cc1ccc(NC(=O)Cn2c([N+](=O)[O-])cnc2C)cc1Cl	10.7	6.6	99.7	1.6	106.5	84.2	96.0	102.6
CC(C)(C)c1cc(NC(=O)Nc2ccccc2OC(F)(F)F)no1	-12.8	1.1	110.9	26.4	102.4	108.2	103.7	95.0
Clc1ccc(-c2csc(N3CCc4ccccc4C3)n2)cc1	-1.3	-3.0	96.6	52.1*	106.3	98.0	100.3	97.5
CCOC(=O)C1CCN(C(=O)COC(=O)CNC(=O)c2ccc(C(C)(C)C)cc2)CC1	6.5	13.3	110.3	-1.2	107.2	104.5	104.9	101.8
CN1C(=O)/C(=C2\SC(=S)N(NC(=O)c3cccnc3)C2=O)c2ccccc21	-15.1	-12.3	97.2	15.6	95.7	75.9	16.1	99.8
CC(C)CCNC(=O)c1c(CSc2ccc(Cl)cc2)noc1C(=O)NCc1ccccc1	-7.9	-0.7	96.8	3.3	94.4	89.6	94.7	94.9
CC(C)c1c(C#N)c(N)nc(SCC(=O)c2cc3ccccc3oc2=O)c1C#N	0.1	-0.4	97.0	10.6	98.5	99.9	97.4	102.1
CC(C)c1ccccc1-n1c(SCC(=O)N2CCN(c3ccccc3)CC2)nnc1-c1cccnc1	6.8	-5.3	88.5	0.6	86.5	91.7	.	88.0
COc1ccc(NC(=O)Nc2ccc3c(c2)CC(=O)N([C@H](C)CO)C[C@@H](C)[C@H](CN(C)C(=O)Nc2ccccc2)O3)cc1	1.6	4.6	90.5	-0.4	93.0	98.2	91.2	94.9
O=C(NNC(=S)NC(=O)c1ccccc1[N+](=O)[O-])c1ccccc1[N+](=O)[O-]	-11.7	0.9	91.4	1.1	101.5	95.5	100.9	93.7
O=C(Nc1cccc(S(=O)(=O)N2CCCCC2)c1)C1=NN(c2ccccc2)C(=O)CC1	-6.7	6.3	98.2	29.8	100.8	104.7	101.8	98.1
O=c1[nH]c2ccccc2nc1C(F)(F)F	8.9	6.0	102.2	7.4	105.8	107.3	103.8	102.0
O=C(COC(=O)c1ccc([N+](=O)[O-])cc1Cl)Nc1cccnc1Cl	-4.0	8.5	106.0	2.4	111.6	98.9	109.5	106.8
O=C(O)c1cccc(-c2ccc(/C=N/n3cnnc3)o2)c1	-10.9	-1.9	104.0	2.5	107.0	98.2	103.0	104.1
CC1C/C(=N\NC(=O)c2ccc([N+](=O)[O-])cc2)CC(C)(C)C1 (stereo unspecified)	-3.8	-0.7	99.1	4.4	94.6	102.5	105.9	102.6
(next part)
SMILES	proCasp7 act	procasp3 activ	CIT2 TOR yeast	AHR act	MEP2 TOR yeast	LAP4 TOR yeast	AGP1-GFP MLPCN	RPL19A TOR yeast
O=C(CSc1ncnc2nc[nH]c12)NCCc1ccccc1	2.0	0.2	96.2	6.8	101.3	92.8	95.8	103.6
c1ccc(Cn2nnc3c(N4CCOCC4)ncnc32)cc1	5.4	2.1	87.0	3.2	109.7	103.4	91.1	92.3
Cc1cccc2cc(/C=N/NC(=O)CN3CCCCC3)c(Cl)nc12	5.8	-4.3	105.4	2.0	99.8	100.1	101.2	100.5
O=C(CN1CCCCC1)N1c2ccccc2Oc2ccccc21	8.7	-1.4	96.0	6.2	111.2	93.1	104.0	94.1
COC(=O)c1nc2n(n1)C(c1cccc(Cl)c1)C1=C(CCCC1=O)N2 (stereo unspecified)	3.5	17.1	98.1	-1.2	95.5	94.5	104.0	103.4
Cc1cc(C)nc(NC(=O)Cc2ccc(Cl)cc2)c1	1.9	6.9	99.6	-1.2	94.8	93.3	101.9	101.9
Cc1ccccc1NC(=O)CNc1ccc(Cl)c(C(F)(F)F)c1	4.1	4.1	109.3	1.4	114.5	107.8	104.8	114.8
Cc1ccc(CNC(=O)c2ccc(Cn3cc(-c4ccc(C)cc4)nc3-c3ccncc3)cc2)cc1	-13.7	5.2	74.3	13.8	90.0	108.3	86.2	99.9
O=C(NCc1ccco1)c1ccc(-c2cccc(Cl)c2)o1	2.9	-1.4	96.1	6.7	94.9	90.1	86.3	98.2
COc1nc(N(C)S(=O)(=O)c2ccc(C)cc2)nc(C)c1Cl	2.0	-0.5	102.6	1.9	101.7	98.2	106.8	106.3
CCOC(=O)c1cnc2ccc(OCC)cc2c1NCc1cccnc1	-1.1	-3.5	88.0	19.9	88.8	96.4	101.0	101.2
CCCCOc1ccc(CN2CCC(O)CC2)cc1	4.1	10.4	99.0	4.0	92.6	84.7	93.2	93.9
CCOC(=O)c1oc2c(CN3CCN(CCO)CC3)c(O)c(CC)cc2c(=O)c1-c1nc2ccccc2s1	-0.3	0.7	89.2	9.9	89.5	97.3	90.6	86.1

Four entries from above, with values under each structure:
Below each compound: proCasp7 act, procasp3 activ, CIT2 TOR yeast, AHR act, MEP2 TOR yeast, LAP4 TOR yeast, AGP1-GFP MLPCN, RPL19A TOR yeast
> O=C(CSc1ncnc2nc[nH]c12)NCCc1ccccc1
  2.0, 0.2, 96.2, 6.8, 101.3, 92.8, 95.8, 103.6
> c1ccc(Cn2nnc3c(N4CCOCC4)ncnc32)cc1
  5.4, 2.1, 87.0, 3.2, 109.7, 103.4, 91.1, 92.3
> Cc1cccc2cc(/C=N/NC(=O)CN3CCCCC3)c(Cl)nc12
  5.8, -4.3, 105.4, 2.0, 99.8, 100.1, 101.2, 100.5
> O=C(CN1CCCCC1)N1c2ccccc2Oc2ccccc21
  8.7, -1.4, 96.0, 6.2, 111.2, 93.1, 104.0, 94.1

Assay outcomes as filed in PubChem BioAssay.
